Bioassay records as filed in PubChem BioAssay.
FadD28 binding: inhibitors of FadD28 bisubstrate probe binding, primary screen, biochemical, fluorescence polarization, single point; inhibition, % at 12.5 µM; 360,000 tested, 0.22% active; AID 588549, 2011; in the data active means inhibition above about 8.5%, passing the limit was not always enough; inconclusive means no clear call, values can overlap the other calls
UGM FP inh: M. tuberculosis UGM enzyme inhibitors, primary screen, biochemical, fluorescence polarization, single point; purified UGM, fluorescence polarization probe displacement; inhibition, % at 10 µM; 320,000 tested, 0.06% active; AID 504406, 2011; in the data active means inhibition above about 10%, passing the limit was not always enough; inconclusive means no clear call, values can overlap the other calls
Target sequence (P9WIQ1 whole entry, looked up): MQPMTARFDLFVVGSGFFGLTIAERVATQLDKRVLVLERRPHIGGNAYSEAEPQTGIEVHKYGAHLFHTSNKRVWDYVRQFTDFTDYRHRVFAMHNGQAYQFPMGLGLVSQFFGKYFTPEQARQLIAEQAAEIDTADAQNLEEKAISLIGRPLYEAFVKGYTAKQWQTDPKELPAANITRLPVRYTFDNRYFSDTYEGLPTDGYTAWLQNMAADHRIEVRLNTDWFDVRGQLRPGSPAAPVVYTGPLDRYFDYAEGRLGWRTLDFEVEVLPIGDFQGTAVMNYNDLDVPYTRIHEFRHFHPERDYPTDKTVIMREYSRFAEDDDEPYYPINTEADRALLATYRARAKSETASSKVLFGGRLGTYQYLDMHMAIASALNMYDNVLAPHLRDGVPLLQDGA
Mtb FBA inh: Mtb FBA enzyme inhibitors, primary screen, biochemical, fluorescence, strain H37Rv | Fructose-bisphosphate aldolase (Mycobacterium tuberculosis (strain ATCC 25618 / H37Rv)), … | purified M. tuberculosis FBA, fluorescence read-out | inhibition, % at 1 µM | 360,000 tested, 2.3% active; in the data active means inhibition above about 27%;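 further: 0% = vehicle and 100% = reference inhibitor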
Target sequence (P9WQA3 whole entry, looked up): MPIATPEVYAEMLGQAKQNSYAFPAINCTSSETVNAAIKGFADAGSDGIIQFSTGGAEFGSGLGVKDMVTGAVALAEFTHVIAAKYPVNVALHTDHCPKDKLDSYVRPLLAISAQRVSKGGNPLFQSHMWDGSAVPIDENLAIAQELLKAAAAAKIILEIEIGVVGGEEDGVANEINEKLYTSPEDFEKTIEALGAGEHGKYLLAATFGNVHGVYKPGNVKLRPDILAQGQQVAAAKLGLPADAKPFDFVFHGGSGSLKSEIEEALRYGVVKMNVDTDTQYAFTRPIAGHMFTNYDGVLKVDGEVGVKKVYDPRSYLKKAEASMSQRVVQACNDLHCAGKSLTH
Mtb BioA inh: M. tuberculosis BioA enzyme inhibitors, primary screen, biochemical, plate reader, single point, HTS | purified M. tuberculosis BioA enzyme | inhibition, % at 9.99 µM | 360,000 tested, 0.096% active | AID 602481, 2012; in the data active means inhibition above about 40%; inconclusive means no clear call, values can overlap the other calls
MazEF act: activators of E. coli MazEF toxin-antitoxin RNase, primary screen, biochemical, fluorescence, uHTS. FAM/BHQ RNA-DNA oligo cleavage fluorescence, 5 h. Endoribonuclease toxin MazF (Escherichia coli (strain K12)), P0AE70. activation, % at 20 µM. 350,000 tested, 0.32% active. AID 504720, 2011; in the data active means activation above about 50%
Target sequence (P0AE70 whole entry, looked up): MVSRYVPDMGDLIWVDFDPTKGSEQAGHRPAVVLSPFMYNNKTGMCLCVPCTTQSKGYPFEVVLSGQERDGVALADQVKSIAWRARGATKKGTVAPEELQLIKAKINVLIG
DUSP3 inh: VHR1 phosphatase inhibitors, primary screen, biochemical, absorbance, uHTS. Dual specificity protein phosphatase 3 (Homo sapiens), P51452. recombinant VHR phosphatase, pNPP absorbance. inhibition, % at 13.3 µM. 290,000 tested, 0.52% active. AID 1654, 2009; in the data active means inhibition above about 50%; further: some compounds called inactive have numbers as strong as hits
Target sequence (P51452 whole entry, looked up): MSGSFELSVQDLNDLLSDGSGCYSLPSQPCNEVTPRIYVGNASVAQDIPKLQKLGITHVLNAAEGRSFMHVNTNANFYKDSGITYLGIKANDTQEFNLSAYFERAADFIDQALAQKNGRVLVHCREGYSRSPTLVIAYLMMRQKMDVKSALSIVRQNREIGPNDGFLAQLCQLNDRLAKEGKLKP
Rv3671c protease: Rv3671c serine protease inhibitors, primary screen, biochemical, fluorescence polarization, M. tuberculosis H37Rv; P9WHR9; inhibition, % at 5.96 µM; 320,000 tested, 0.048% active; in the data active means inhibition above about 38%;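 further: extracellular domain of Rv3671c used as enzyme; 0% = enzyme with DMSO and 100% = no enzyme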
BoNT F protease: BoNT/F light chain protease inhibitors, primary screen, biochemical, flow cytometry, MLPCN library; 360,000 tested, 0.22% active; inhibition, % at 10 µM; AID 588497, 2011; Multiplex microsphere protease cleavage assay; Botulinum neurotoxin type F light chain protease (Clostridium botulinum); in the data active means inhibition above about 35%, passing the limit was not always enough; inconclusive means no clear call, values can overlap the other calls; further: plate controls were buffer without enzyme for full effect and enzyme alone for no effect
CCHF vOTU inh: CCHFV vOTU protease inhibitors, primary screen, biochemical, Pep-AMC substrate, fluorescence | inhibition, % at 11.5 µM | Crimean-Congo hemorrhagic fever virus L polyprotein viral ovarian tumor (vOTU) protease … | 370,000 tested, 0.55% active; further: 0% = vehicle wells with enzyme and 100% = no enzyme wells
GDH-TPI counter: GDH-TPI coupling enzyme inhibitors, primary screen, artefact control for M. tuberculosis FBA inhibitor project, biochemical, absorbance, full deck; GDH-TPI coupled enzyme counterscreen, NADH absorbance; inhibition, % at 4.8 µM; 360,000 tested, 1.2% active;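 further: 0% = DMSO wells and 100% = wells lacking the enzyme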
The depositor's hits bear a star; i = inactive; u = inconclusive; x = no result given. Unless noted, no stated cut-off is given here; in the data, active means inhibition above about 30%; inactive means the rest.

Start of the data: the first two entries, to show the layout:
SMILES | FadD28 binding | UGM FP inh | Mtb FBA inh | Mtb BioA inh | MazEF act | DUSP3 inh | Rv3671c protease | BoNT F protease | CCHF vOTU inh | GDH-TPI counter
Cc1ccc(-c2csc(N3CCC[C@@H]3C(=O)NCCn3c(-c4ccncc4)nc4ccccc43)n2)cc1 | -2.1 | 0.1 | 3 | -2.0 | 11 | 29 | 6 | -4 | 11 | 12
Cc1cccc(C)c1NC(=O)C(c1ccc([N+](=O)[O-])cc1)N(C)C(=O)c1ccccn1 (stereo not given) | 0.8 | 2.5 | 1 | -0.6 | 5 | 6 | 4 | 2 | 11 | 13

The list itself, previewed entries included:
SMILES | FadD28 binding | UGM FP inh | Mtb FBA inh | Mtb BioA inh | MazEF act | DUSP3 inh | Rv3671c protease | BoNT F protease | CCHF vOTU inh | GDH-TPI counter
Cc1ccc(-c2csc(N3CCC[C@@H]3C(=O)NCCn3c(-c4ccncc4)nc4ccccc43)n2)cc1 | -2.1 | 0.1 | 3 | -2.0 | 11 | 29 | 6 | -4 | 11 | 12
Cc1cccc(C)c1NC(=O)C(c1ccc([N+](=O)[O-])cc1)N(C)C(=O)c1ccccn1 (stereo not given) | 0.8 | 2.5 | 1 | -0.6 | 5 | 6 | 4 | 2 | 11 | 13
NC(=O)c1ccccc1NC(=O)/C=C/c1c(Cl)cccc1Cl | -1.3 | 1.1 | 4 | -3.3 | 30 | 15 | -47 | i | -3 | 19
CCCN1CCN(C(=O)Cn2cccc2C(=O)c2ccccc2)CC1 | -2.7 | -1.1 | 0 | -2.7 | -2 | 29 | -4 | 10 | -72 | 11
COC(=O)C(Cc1ccc(O)cc1)NC(=O)c1ccccc1OC (stereo not given) | -3.5 | -0.9 | 1 | -1.4 | -5 | -5 | 7 | u | 15 | 0
COc1ccc(CCNC(=O)c2c(-c3ccccc3Cl)noc2C)cc1 | -3.3 | -1.6 | -1 | 0.8 | -2 | 47 | -14 | -14 | 1 | 10
c1ccc(CSc2nnc3ccc(-c4ccco4)nn23)nc1 | 0.8 | 0.5 | -2 | -1.4 | 7 | 22 | -2 | 6 | 2 | 8
Cc1ccc(NC(=O)CN(C)C(C)C(=O)Nc2ccc(S(=O)(=O)N3CCCC3)cc2)cc1 (stereo not given) | -2.0 | 1.8 | 0 | -0.2 | 2 | x | -6 | -2 | -2 | -3
CN(C)CC1CCCCC1=O (stereo not given) | -2.1 | -1.9 | 2 | x | 12 | 22 | 1 | u | -15 | -4
CCOC(=O)c1sc(NC(=O)CSc2nnc(C)s2)c(C(=O)OCC)c1C | -1.9 | -0.7 | -1 | 0.0 | 7 | 9 | -6 | 2 | -11 | -11
COc1cccc(C=NNC(=O)CCCC(=O)NN=Cc2cccc(OC)c2)c1 | -1.1 | x | 0 | -1.4 | 11 | x | x | 7 | 0 | 9
CCOC(=O)N1CCC(NC(=O)CCc2nc(-c3ccccc3F)no2)CC1 | -3.2 | 3.4 | 2 | 1.7 | 7 | 10 | -9 | -10 | 5 | -1
CN(CC(=O)Nc1cccc(F)c1)C(=O)CCc1nc2cc(S(=O)(=O)N3CCOCC3)ccc2n1C | 0.4 | -1.3 | 0 | 0.2 | 6 | x | 0 | u | 0 | -12
O=C1/C(=C\c2ccccc2Cl)SC(=S)N1CCC(=O)N1CCCc2ccccc21 | -2.7 | 4.6 | 1 | -1.3 | -9 | 10 | 0 | 0 | 3 | 8
Cc1cc([N+](=O)[O-])ccc1NC(=O)CSc1nncn1-c1cccnc1 | -4.2 | 3.7 | -3 | 1.8 | 7 | 23 | -4 | -9 | 6 | -8
Cc1ccccc1C(=O)NNC(=O)C1CCCN(c2ncccn2)C1 (stereo not given) | 0.8 | 1.8 | 7 | -2.1 | 5 | 19 | -10 | -4 | -15 | 16
O=[N+]([O-])c1cc(Cl)ccc1Nc1ccccc1 | u | 1.0 | -6 | -0.2 | -3 | 16 | 5 | u | x | 11
Cc1c(C=O)c2ccccc2n1CC(=O)N1CCc2ccccc2C1 | 0.6 | -1.1 | -2 | 4.7 | -2 | 4 | 0 | -1 | 4 | 7
CC(C)CCNC(=O)C(c1ccco1)N(Cc1ccccc1)C(=O)c1snc(C(N)=O)c1N (stereo not given) | -0.4 | -1.4 | 2 | 0.9 | 1 | 33 | -4 | 2 | -5 | 3
CC(C)=CCC/C(C)=C/CNC(=O)C[C@H]1C[C@H](C(=O)N(C(C)C)C(C)C)[C@@]2(C)c3[nH]c4ccc(Cl)cc4c3CCN2C1=O | -0.2 | x | -1 | 1.1 | 11 | x | x | -7 | 24 | 0
CN(C(=O)CSc1nnc(Nc2ccccc2F)s1)C1CCS(=O)(=O)C1 (stereo not given) | -1.3 | -1.0 | 1 | 1.7 | 0 | x | 2 | -10 | -1 | 0
C/C(=N\NC(=O)c1ccc2ccccc2c1)c1cccnc1 | -0.3 | -1.7 | 1 | -0.7 | 2 | 6 | 6 | -6 | -6 | 4
CCOc1cc(N2CCOCC2)c(OCC)cc1NC(=O)COC(=O)c1cccc2ccccc12 | -3.5 | -2.0 | 4 | x | -2 | -11 | -3 | 1 | 7 | 5
Cc1ccc(C(=O)NCCCc2ccccc2)c(Cl)c1 | -1.4 | -1.0 | 0 | 0.0 | 9 | 26 | -4 | -20 | -9 | -11
CCS(=O)(=O)N1CCC(N2CCC(C)CC2)CC1 | 0.3 | 0.4 | -4 | -0.6 | 19 | 4 | 7 | 0 | 9 | 12

(continued)
SMILES | FadD28 binding | UGM FP inh | Mtb FBA inh | Mtb BioA inh | MazEF act | DUSP3 inh | Rv3671c protease | BoNT F protease | CCHF vOTU inh | GDH-TPI counter
Cc1[nH]c2ccccc2c1C(=O)C(C)Sc1nnc(C2CC2)o1 (stereo not given) | -2.7 | -1.5 | -1 | 4.8 | 4 | x | -9 | u | 7 | 9
Nc1ccc2c(c1)C(=O)c1cc([N+](=O)[O-])ccc1-2 | 0.1 | x | -4 | -0.9 | 10 | x | x | -1 | 2 | 14
COc1ccc(-c2nc(CS(=O)(=O)CC(=O)NCCc3ccccc3)c(C)o2)cc1 | 0.5 | -0.5 | 1 | -1.2 | 9 | -16 | -1 | 0 | 16 | 8
Cc1ccc2c(Cl)cc(Cl)c(OCC(=O)N(C(C)C)C(C)C)c2n1 | -2.2 | -1.5 | 2 | x | -6 | 22 | -1 | -4 | 8 | -8
Nc1nc(-c2cc(O)ccc2[N+](=O)[O-])cc(-c2ccccc2)c1[N+](=O)[O-] | -0.8 | -1.6 | 3 | -1.8 | -4 | 68 | x | x | 18 | 33*
Cc1cccc(OCCNc2cc(N3CCN(C)CC3)ccc2[N+](=O)[O-])c1 | -18 | -0.8 | -4 | -0.2 | 8 | -1 | -3 | 4 | -7 | 2
Cc1ccc(C(=O)N2CC(C)CC(C)C2)cc1NC1=NC2CS(=O)(=O)CC2S1 (stereo not given) | -0.6 | -2.4 | -1 | -3.4 | 4 | -2 | -7 | 4 | -6 | 11
O=C(CCC(=O)N1CCOc2ccccc21)Nc1ccc(F)cc1F | -1.2 | 0.5 | 0 | 0.0 | 3 | 13 | 2 | -9 | -5 | 3
COc1cc(/C=C/c2cccc[n+]2C)ccc1OCC(=O)Nc1ccccc1 | -4.1 | -2.1 | -1 | 3.4 | 1 | 2 | 0 | 2 | 7 | -1
Nn1c(SCc2ccccc2)nc2ccccc21 | -1.7 | 0.7 | -1 | -1.2 | -3 | 30 | 2 | 4 | 11 | 4
O=C(NCCCn1ccnc1)c1ccc(N2CCCCC2)c([N+](=O)[O-])c1 | -4.7 | 0.9 | -5 | x | -5 | 19 | 0 | -1 | -7 | 0
Cc1cc(C(=O)O)ccc1-n1c(C)cc(C=C2C(=O)c3ccccc3C2=O)c1C | -2.4 | 2.2 | -28 | x | -26 | -4 | 1 | -1 | 16 | 9
Cc1nnc(N2C(=O)c3oc4ccccc4c(=O)c3C2c2ccco2)s1 (stereo not given) | -0.9 | 1.1 | 3 | -1.7 | -8 | 1 | -1 | -15 | 5 | -1
COc1ccc(CCN(C)Cc2ccncc2)cc1OC | -2.3 | 1.6 | -2 | 0.7 | 5 | 10 | 7 | -1 | x | -8
O=C(C1CC1)N1CCN=C1SCc1ccc(F)cc1 | -1.1 | -0.2 | 1 | -0.4 | 0 | -9 | -7 | -1 | -2 | -4
COc1c(C)cc(C(=O)C2CCCN(Cc3cccc(C)n3)C2)cc1C (stereo not given) | -0.7 | -2.9 | 3 | x | 1 | 35 | -5 | -5 | -7 | 3
O=C(Cn1nnc(-c2ccccc2)n1)NNC(=O)c1cccc([N+](=O)[O-])c1 | -3.4 | 0.4 | 0 | -1.4 | 10 | 31 | 15 | 8 | -8 | 4
Cc1nnc(NC(=O)Cn2c(=O)sc3ccccc32)s1 | -3.6 | 0.6 | -1 | 1.1 | 0 | 6 | -6 | -7 | -3 | -9
O=C(N/N=C/c1ccccn1)c1[nH]c2ccc([N+](=O)[O-])cc2c1-c1ccccc1 | -14 | 1.3 | -2 | -0.6 | -14 | 6 | -32 | -4 | 4 | 41*
Cn1c(SCC(N)=O)nnc1C1CCN(S(=O)(=O)c2ccccc2C(F)(F)F)CC1 | -2.1 | -1.5 | 0 | 0.4 | -3 | 7 | -1 | 5 | 7 | -1
CCOC(=O)N1CCN(C(=O)CCSc2ccc(C)cc2)CC1 | -1.4 | 0.2 | -6 | 0.8 | 2 | 30 | 6 | -4 | 12 | 8
O=C(COC(=O)c1ccccc1Br)Nc1ccccc1F | -1.1 | -2.1 | 0 | x | -31 | 14 | 7 | -10 | -13 | 3
CCCc1cc(=O)oc2cc(OCC(=O)NCCCN3CCOCC3)ccc12 | 1.0 | 1.1 | 16 | 1.2 | 7 | 7 | 6 | 3 | 11 | 13
Cc1ccc(C(=O)NCc2ccccn2)o1 | -1.8 | 0.6 | -3 | -1.1 | 3 | 7 | -4 | -2 | 10 | 4
CC(C)Oc1ccc(/C=C/C(=O)NCC2COc3ccccc3O2)cc1 (stereo not given) | 0.3 | -1.5 | 4 | x | 0 | 5 | -4 | -5 | 2 | 12
COc1ccc(CCN(C)C(=O)CCCN2C(=O)c3cccc4cccc(c34)C2=O)cc1OC | -1.2 | 1.1 | 5 | 1.7 | -2 | 14 | -5 | 5 | 10 | 11
O=C(O)c1cnc(-c2ccccc2)nc1C(F)(F)F | -0.8 | -0.6 | 10 | x | 12 | 28 | -5 | 3 | -6 | 0
COc1cccc(CNc2nc3ccc(NC(C)=O)cc3s2)c1 | -0.2 | x | -1 | 0.8 | 7 | x | x | u | -4 | -1
Oc1ccc(-c2nccc(-c3ccc(Br)cc3)n2)cc1 | -4.9 | -2.5 | -2 | -0.5 | 12 | 16 | -29 | -16 | 1 | 5
Cc1nc2ccccc2c(=O)n1NC(=O)c1cncc(Br)c1 | 0.5 | -0.9 | 3 | x | 2 | -1 | 7 | -17 | -3 | 0

Sorted by number of heavy atoms (falling): part of the list above
SMILES | FadD28 binding | UGM FP inh | Mtb FBA inh | Mtb BioA inh | MazEF act | DUSP3 inh | Rv3671c protease | BoNT F protease | CCHF vOTU inh | GDH-TPI counter
COc1ccc(CCN(C)C(=O)CCCN2C(=O)c3cccc4cccc(c34)C2=O)cc1OC | -1.2 | 1.1 | 5 | 1.7 | -2 | 14 | -5 | 5 | 10 | 11
O=C(COC(=O)c1ccccc1Br)Nc1ccccc1F | -1.1 | -2.1 | 0 | x | -31 | 14 | 7 | -10 | -13 | 3
Cc1nnc(NC(=O)Cn2c(=O)sc3ccccc32)s1 | -3.6 | 0.6 | -1 | 1.1 | 0 | 6 | -6 | -7 | -3 | -9
